# MITF TRPM1 HTS: activators of MITF-driven TRPM1 promoter activity in SK-MEL-5 cells; activation, % at 12.5 µM; AID 588334; SK-MEL-5 TRPM1-promoter luciferase, 24 h; % of positive control, neutral wells = 0; 0.75% of 300,000 active;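 active means mean activation of at least 80% with every replicate also reaching 80%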;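 further: 0% = neutral control wells and 100% = parthenolide positive control wells; values of inactives mirror those of a sister screen read the other way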
# DSG3 Ab inh: human desmoglein-3 autoantibody binding inhibition; AID 588358; binding (percent of control), % at 10 µM; DSG3-coupled beads, scFv-anti-DSG3-GFP binding, flow cytometry; stronger effect = lower value; 0.48% of 310,000 active; P32926;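 active means binding more than 3 SD below its plate's average and above zero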;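 further: hits lower antibody fragment binding to DSG3; some compounds called inactive have numbers as strong as hits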
# SR-BI HDL uptake: blocks mouse SR-BI lipid uptake from DiI-HDL. Q61009. ldlA[mSR-BI] CHO cells, DiI-HDL uptake fluorescence, 3 h. inhibition, % at 12.5 µM. 0.96% of 320,000 active;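 active means mean replicate inhibition of at least 70% and a set share of replicates each scoring 70 or more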;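 further: 0% = median of neutral control wells and 100% = median of positive control wells; values of inactives mirror those of a sister screen read the other way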
# Arrestin-AP2 inh: inhibitors of human beta-arrestin and AP2 interaction. 0.31% of 340,000 active. FITC-arrestin peptide / GST-AP2 beads, flow cytometry; AP2 beta2 appendage carries R879A mutation. inhibition, % at 10 µM;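 active means inhibition above a set limit, near 3 SD of compounds lacking own fluorescence, cut at about 54% in these data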;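 further: plate controls were DMSO wells for no effect and 5 µM unlabelled arrestin peptide for full effect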
#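 System: GST-tagged AP2 beta2-adaptin appendage (R879A) on 4 µm glutathione beads / Reagent: FITC-arrestin peptide, 50 nM / Detection: HyperCyt-sampled flow cytometry, FL1 channel, ex 488/em 535 nm / Timing: 12 min plus 1 h, RT / Buffer or medium: PBS plus Tween 20 (0.05%) and BSA (0.1%)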
# NSD2 inh: inhibitors of human histone methyltransferase NSD2. NSD2 peptide methylation, AlphaScreen, 120 min. inhibition, % at 12.5 µM. 0.54% of 310,000 active. AID 743445; in the data active means inhibition above about 50%
# Target sequence (O96028 whole entry, looked up): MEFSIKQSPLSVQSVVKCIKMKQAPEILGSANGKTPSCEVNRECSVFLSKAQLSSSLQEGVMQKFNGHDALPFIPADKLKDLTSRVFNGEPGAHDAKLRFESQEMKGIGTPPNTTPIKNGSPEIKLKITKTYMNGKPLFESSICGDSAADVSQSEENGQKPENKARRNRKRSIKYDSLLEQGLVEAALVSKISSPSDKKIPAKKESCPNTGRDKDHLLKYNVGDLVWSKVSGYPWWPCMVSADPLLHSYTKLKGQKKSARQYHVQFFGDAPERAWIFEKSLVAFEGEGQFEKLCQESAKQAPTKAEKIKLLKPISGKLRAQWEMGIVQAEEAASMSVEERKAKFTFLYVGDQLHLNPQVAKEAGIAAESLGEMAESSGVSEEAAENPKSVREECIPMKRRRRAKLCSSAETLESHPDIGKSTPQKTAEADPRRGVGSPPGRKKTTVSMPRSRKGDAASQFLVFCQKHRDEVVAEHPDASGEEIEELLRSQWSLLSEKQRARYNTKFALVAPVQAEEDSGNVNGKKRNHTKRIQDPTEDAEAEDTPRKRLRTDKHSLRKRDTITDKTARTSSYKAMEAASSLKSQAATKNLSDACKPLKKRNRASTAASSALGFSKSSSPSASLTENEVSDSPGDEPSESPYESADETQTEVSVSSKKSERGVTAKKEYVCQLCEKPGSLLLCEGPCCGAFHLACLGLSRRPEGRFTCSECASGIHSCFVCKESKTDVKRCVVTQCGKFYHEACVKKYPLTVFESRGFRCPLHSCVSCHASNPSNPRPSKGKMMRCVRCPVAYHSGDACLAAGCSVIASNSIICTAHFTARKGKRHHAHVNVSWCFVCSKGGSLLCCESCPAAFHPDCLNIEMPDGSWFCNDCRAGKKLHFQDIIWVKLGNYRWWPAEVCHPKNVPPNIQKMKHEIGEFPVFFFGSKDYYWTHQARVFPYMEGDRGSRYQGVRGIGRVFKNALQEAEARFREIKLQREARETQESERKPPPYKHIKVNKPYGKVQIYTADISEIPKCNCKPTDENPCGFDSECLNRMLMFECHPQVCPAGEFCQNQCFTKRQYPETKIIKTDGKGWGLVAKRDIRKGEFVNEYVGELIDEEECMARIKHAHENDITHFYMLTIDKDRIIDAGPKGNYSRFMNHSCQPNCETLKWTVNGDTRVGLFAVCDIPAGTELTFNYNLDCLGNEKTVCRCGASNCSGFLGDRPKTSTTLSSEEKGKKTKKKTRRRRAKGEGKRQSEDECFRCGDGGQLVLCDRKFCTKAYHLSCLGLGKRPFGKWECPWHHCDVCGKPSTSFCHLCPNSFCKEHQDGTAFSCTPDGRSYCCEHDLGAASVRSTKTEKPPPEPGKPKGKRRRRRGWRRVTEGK
# PKA-R1A activ: PKA-R1A complex activation; P00514+P68181; PKA-R1A dissociation, Cy5-IP20 fluorescence polarization; scaled: DMSO 0%, 113 µM cGMP 100%; activation, % at 11.4 µM; 0.083% of 340,000 active; AID 504707;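 active means percent activation above the mean of all tested compounds plus 3 SD, cut at about 19% in these data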;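 further: higher means more PKAc released from R1A so a rise in polarization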
# dFosB act: enhances mouse delta FosB homodimer DNA binding; activation, % at 25 µM; purified delta FosB, TAMRA-CDK5 oligo fluorescence polarization; percent of positive-control signal above neutral wells; 0.99% of 340,000 active;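 active means mean activation above about 17%, with every replicate also reaching it, limit read from the data, passing the limit was not always enough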;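 further: fluorescence polarization rise as delta FosB binds a TAMRA Cdk5 AP-1 oligo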
# CDK5 inh: inhibitors of human CDK5/p35 kinase | AID 488839 | Recombinant CDK5/p35, ADP-Glo luminescence, 60 min | 0.01% of 330,000 active | Q00535+Q15078 | inhibition, % at 10 µM;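 active means highest replicate inhibition of at least 50% and at least 75% of replicates reaching 50%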;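 further: plate controls were DMSO neutral control for no effect and GW8510 at 10 µM for full effect; many of its hits are not listed in these tables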
# PKA-R2B activ: activators of human PKA-R2B complex | P22694+P31323 | PKA-R2B holoenzyme dissociation, Cy5-IP20 fluorescence polarization; R2B truncated from residue 108, S112A mutant; 0% DMSO only, 100% 113 µM cGMP | activation, % at 11.4 µM | 0.079% of 340,000 active | AID 504700;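 active means activation above a cutoff set at the mean over all compounds plus 3 SD, cut at about 18% in these data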;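 further: higher means more holoenzyme dissociation and a rise in polarization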
# SR-BI DiI-HDL act: enhances SR-BI lipid uptake from DiI-HDL; CHO ldlA[mSR-BI] cells, DiI-HDL uptake fluorescence, 3 h; 100 = double the neutral-control signal; activation, % at 12.5 µM; 0.096% of 320,000 active; AID 504775;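 active means mean replicate activation of at least 60% and every replicate at or above 60%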;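 further: 0% = median plate neutral-control signal and 100% = twice that signal; values of inactives mirror those of a sister screen read the other way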
#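 material = CHO ldlA[mSR-BI] cells | medium = Ham's F12 with 0.5% BSA, HEPES 25 mM, pH 7.4 | reagent = fluorescent DiI-HDL, 10 µg/mL final | compound dosing = single-point compound dose | incubation = 3 h, 37 °C | measured by = bottom-read fluorescence, 550/595 nm | measure = HDL uptake via cellular fluorescence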
# SUMO Mot1 rescue: blocks SUMOylation pathway, rescuing yeast Mot1-301 growth; growth rescue, % at 18.8 µM; S. cerevisiae Mot1-301 growth rescue, ATP luminescence, 38.5C; percent above DMSO median, 100 means doubled; 1% of 320,000 active; AID 2716;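 active means every valid replicate shows activation above 250% relative to neutral control wells; inactive means the rest, any valid replicate at or below 250%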;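 further: OY570 slx delta 5 strain wells were the positive control but not used for scaling; some compounds called inactive have numbers as strong as hits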
# Numbers without * were called inactive; · = not tested or not shown.
SMILES,MITF TRPM1 HTS,DSG3 Ab inh,SR-BI HDL uptake,Arrestin-AP2 inh,NSD2 inh,PKA-R1A activ,dFosB act,CDK5 inh,PKA-R2B activ,SR-BI DiI-HDL act,SUMO Mot1 rescue
CC1(c2ccc(OC(F)F)cc2)NC(=O)N(CC(=O)N2c3ccccc3NC(=O)C2(C)C)C1=O (configuration not stated),-8.7,·,5.2,-12.3,-3.1,-4.2,-9.9,1.0,-3.8,-5.2,18.6
Cc1ccc(S(=O)(=O)Nc2cc(C)c(O)cc2C)cc1,-6.2,97.0,-9.0,38.7,0.0,·,5.1,-2.4,·,9.0,11.7
Cn1c(=O)oc2cc(S(=O)(=O)NC(Cc3ccccc3)C(=O)N3CCCCC3)ccc21 (configuration not stated),1.4,106.8,-19.2,1.4,·,-6.5,-14.5,-1.1,-0.6,19.2,-8.9
N=c1n(CCN2CCCCC2)c2ccccc2n1CC(=O)c1cccc([N+](=O)[O-])c1,-9.0,119.2,67.7,-7.5,·,-11.3,20.6*,0.7,1.0,-67.7,-3.0
COc1cc2[nH]c(C(=O)N3CCN(c4ccccc4F)CC3)cc2c(OC)c1OC,1.9,108.6,20.9,26.5,6.1,-5.4,-15.2,-1.0,-1.8,-20.9,-8.0
Cc1ccc(C2=NN(C(=O)CCl)C(c3cccs3)C2)o1 (configuration not stated),-73.5,103.2,11.5,-11.1,3.8,-7.7,-7.9,-2.0,-1.9,-11.5,13.3
COc1ccccc1N(C)S(=O)(=O)c1ccc(C(=O)N2CCCc3ccccc32)cc1,-16.3,114.2,24.7,3.9,-6.7,-8.0,-5.7,1.3,6.6,-24.7,-7.9
CCN(CC)c1cc(C)c2cc(NC(=O)c3ccccc3F)ccc2n1,39.3,112.7,27.2,-3.4,-4.9,2.4,-24.5,0.3,-8.0,-27.3,130.1
Cc1cccc(C(=O)Oc2ccccc2C2C[C@]3(C)CC(=O)NC3N2C(=O)c2cccc(C)c2)c1 (some centres not stated),6.5,100.2,·,-3.2,3.5,-0.8,-16.8,-1.4,-6.0,·,-7.8
COc1cccc(CC(NC(C)=O)C(=O)NC2CCN(S(=O)(=O)c3ccc4ccccc4c3)CC2)c1 (configuration not stated),-1.9,105.5,12.7,4.4,0.3,-7.9,-10.2,-1.3,-14.5,-12.7,32.7
CCCC(=O)n1nc(-c2ccccc2)nc1SC,-20.5,106.0,-26.5,-0.9,-0.2,-8.1,-1.2,0.4,-1.2,26.5,215.9
O=C1c2ccccc2NC(c2cccs2)N1NS(=O)(=O)c1ccccc1 (configuration not stated),2.4,98.7,-5.3,41.5,0.5,0.0,8.3,2.0,-3.6,5.3,-4.0
COCC(=O)N1CCCC(C(=O)c2ccc(Oc3ccccc3)cc2)C1 (configuration not stated),7.1,97.9,6.0,5.6,1.0,-9.7,-1.1,0.6,2.7,-6.0,-16.6
Cc1cccc2c(C(=O)O)c3cccc(C)c3nc12,-4.2,·,-9.0,-10.6,1.2,-12.9,-1.0,-0.7,-8.3,9.0,-12.8
Cc1ccc(S(=O)(=O)NCCC(=O)OCC(=O)Nc2ccccc2Cl)cc1,0.5,98.1,-25.3,-11.2,-4.3,-5.0,-5.2,-1.4,-4.7,25.3,1.2
CCn1c(SCC(=O)Nc2cc(C)on2)nnc1-c1ccccc1,-4.4,74.5,2.3,11.3,-0.6,-14.3,-8.8,2.2,-15.0,-2.3,6.7
Cc1cccc(NC(=O)CCn2cnnn2)c1,0.1,100.6,3.9,10.8,-1.2,3.6,0.5,-2.9,6.2,-3.9,-6.1
Cc1nnc(SCc2nnc(-c3cccs3)o2)n1C,0.5,97.6,-20.2,5.9,-2.3,0.1,0.1,-0.7,2.7,20.2,·
COc1ccc(CCNC(=O)c2cc(-c3ccccn3)nc3ccccc23)cc1,-2.0,101.8,25.6,6.6,1.4,-9.7,-10.3,-0.4,0.9,-25.6,5.6
Cc1ccc2[nH]c(-c3ccccc3)c(CN(C)C)c(=O)c2c1,-3.5,103.2,8.7,8.6,-2.0,1.3,1.9,2.2,4.0,-8.7,-11.8

# Next section (2 carried over from the part before).
SMILES,MITF TRPM1 HTS,DSG3 Ab inh,SR-BI HDL uptake,Arrestin-AP2 inh,NSD2 inh,PKA-R1A activ,dFosB act,CDK5 inh,PKA-R2B activ,SR-BI DiI-HDL act,SUMO Mot1 rescue
COc1ccc(CCNC(=O)c2cc(-c3ccccn3)nc3ccccc23)cc1,-2.0,101.8,25.6,6.6,1.4,-9.7,-10.3,-0.4,0.9,-25.6,5.6
Cc1ccc2[nH]c(-c3ccccc3)c(CN(C)C)c(=O)c2c1,-3.5,103.2,8.7,8.6,-2.0,1.3,1.9,2.2,4.0,-8.7,-11.8
O=C(CSc1nnc(NC(=O)c2ccccc2F)s1)NC1CC1,32.2,96.3,·,-1.8,0.9,4.4,-4.3,-1.1,-0.3,·,0.3
Cn1c(C(O)c2ccc(Br)cc2)nc(Cl)c1Cl (configuration not stated),·,107.5,17.0,-4.7,0.4,-3.9,4.8,0.6,-1.5,-17.0,8.7
CCOC(=O)c1sc(NC(=O)c2ccc(Cl)s2)cc1C,63.0,113.0,21.2,-3.4,·,-0.5,-3.8,0.6,-21.9,-21.2,-8.2
COc1ccccc1N(CC(=O)NCCSc1ccc(Cl)cc1)S(C)(=O)=O,-4.5,108.0,6.8,7.1,-4.3,-2.3,3.1,-1.1,-11.4,-6.8,-4.9
CCOc1ccc(CC(=O)NCCS(=O)(=O)N2CCN(c3ccccc3)CC2)cc1,-7.9,96.6,8.7,29.1,-0.3,0.4,8.4,-0.5,0.3,-8.7,-23.4
CCc1ccc(C(=O)NC(CCSC)C(=O)OC)cc1 (configuration not stated),-2.9,108.8,9.7,-23.1,-1.9,-3.0,-2.5,1.6,3.7,-9.7,-0.4
O=C(NC1CC1)C1CC(=O)N(c2cccc(Cl)c2)C1 (configuration not stated),-1.2,·,-4.8,0.8,-3.2,-3.0,-2.7,0.2,1.1,4.8,-15.4
CCOCCCNC(=O)C(NC(=O)CNC(=O)c1ccccc1)c1ccc(C)cc1 (configuration not stated),·,·,-22.1,16.6,·,-5.7,-5.2,-0.7,-10.3,22.1,19.5
Cc1ccc(C(=O)OCC(=O)NCc2ccc(F)cc2)o1,4.4,·,-15.3,-9.2,-0.9,-7.6,0.7,-0.7,1.7,15.3,-10.0
CCCCn1c(=O)cc(N2CCOCC2)[nH]c1=O,-7.7,100.8,-19.1,8.0,·,0.9,-1.8,-2.9,8.2,19.1,-7.7
CCOC(=O)C1=C(C)NC(=S)NC1c1ccc(OCC(=O)N2CCCCCC2)cc1 (configuration not stated),-6.0,93.9,·,-9.0,-0.2,3.1,-2.9,2.4,-8.4,·,-2.2
CC(=O)c1cccc(NC(=O)COC(=O)c2n[nH]c3ccccc23)c1,3.7,89.7,4.8,12.1,-3.6,-4.1,-12.0,-0.4,2.7,-4.8,-4.0
CCOc1ccc(S(=O)(=O)Nc2ccc(C(=O)NN)cc2)cc1,-1.4,97.2,-14.1,-2.1,-11.8,-7.1,-12.8,-1.7,-7.1,14.1,47.9
Cc1ccc(NC(=O)COC(=O)CNC(=O)C2CCCCC2)c(Br)c1,7.5,105.6,-13.6,3.3,-2.7,1.2,-7.7,-1.7,-6.1,13.6,-2.9
CSc1ncccc1C(=O)Nc1ccc(C)cn1,21.7,103.0,-9.2,22.9,-0.4,-7.3,4.6,-1.2,3.4,9.2,0.1
O=S(=O)(Cc1ncc(C(F)(F)F)cc1Cl)c1ccccc1,0.1,90.8,-3.9,0.8,8.8,1.8,3.7,0.5,14.5,3.9,12.9
COc1ccc(/C=C\C(=O)NCc2ccc3[nH]c(C)cc3c2)cc1OC,·,97.8,38.0,1.3,·,-10.5,-0.5,-3.4,4.9,-38.0,-6.9
CCOCCCNC(=O)c1ccc(CS(=O)(=O)Cc2cccc(C)c2)o1,1.1,77.4,-10.4,29.7,-2.8,-4.3,-2.0,-1.1,-2.4,10.4,64.5
O=S(=O)(CCSc1nc2ccccc2o1)Cc1ccccc1,-1.3,108.8,-19.0,-4.5,-0.6,8.7,-2.4,-0.1,0.6,19.0,-1.5
CC(=O)Nc1ccc(SCC(=O)OCC(=O)NC(=O)NC2CCCC2)cc1,-5.5,97.8,-17.8,6.3,1.8,0.1,-13.3,0.3,-0.6,17.8,-7.2
Cc1onc(-c2ccccc2Cl)c1C(=O)N(Cc1ccccc1)C(C)C,6.1,104.6,-24.3,3.0,-4.4,0.5,-8.0,-1.1,-0.2,24.3,-5.5
Cc1cccc(Nc2nnc(SCC(=O)Nc3cccnc3Cl)s2)c1,4.4,91.4,-6.1,-1.2,0.4,-1.4,-4.3,·,0.5,6.1,239.2
COc1ccc(CNC(=O)CN(C)S(=O)(=O)c2ccc(Cl)cc2)cc1,6.8,·,1.3,11.9,-2.7,-1.2,-3.0,-0.7,-14.0,-1.3,339.1*
COc1cccc(/C=C2\SC(=S)N(NS(=O)(=O)c3ccccc3)C2=O)c1OC,-11.1,101.2,·,-5.0,11.4,-13.5,-0.2,0.1,-4.5,·,-1.4
Cc1cc(=O)oc2cc(OC(C)C(=O)NCC3CCC(C(=O)O)CC3)ccc12 (configuration not stated),7.4,97.2,2.3,10.1,·,-5.2,7.1,0.9,-10.0,-2.3,-6.2
Cc1c(/C(O)=C2\C(=O)C(=O)N(CCCN(C)C)C2c2cccs2)cnn1-c1ccccc1 (configuration not stated),25.7,94.1,·,29.1,1.0,-18.7,-16.2,1.9,1.2,·,·
CCC(C)[C@H](N)c1cn([C@@H](CCCCN)C(=O)N2CCNCC2)nn1 (some centres not stated),1.9,·,-24.5,-3.2,·,-1.4,-6.6,0.6,2.2,24.5,-1.1
Cc1nc2c(-c3ccccc3)cnn2c(N)c1-c1ccccc1,-4.9,87.6,36.1,9.5,-3.5,-8.5,-13.0,0.8,-6.6,-36.1,314.5
CCCCc1cc(=O)oc2cc(C)cc(OC(C)C(=O)O)c12 (configuration not stated),·,·,6.4,7.5,-1.6,-11.6,3.4,-0.8,8.4,-6.4,134.9
O=C1NC2(CCc3ccccc32)C(=O)N1CCOc1ccc(Cl)cc1 (configuration not stated),-2.1,103.3,33.7,-6.6,·,3.1,1.7,3.9,1.8,-33.7,-1.2
O=C1c2ccccc2[C@@H]2C[C@@H](O)[C@H](Nc3cccc(C(F)(F)F)c3)CCN12,3.6,96.5,-26.6,4.5,·,1.8,-1.5,-0.9,2.9,26.6,·

# Source: PubChem BioAssay (several laboratories)
